TDP1 cell CPT – DT40-hTDP1 cell growth loss with CPT | chicken DT40 Tdp1-/-;hTDP1 cells + 20 nM CPT, ATP luminescence, 48 h | Potency, µM (top dose mostly 46.2 µM), for the others: at the highest dose activity change, negative = growth inhibition, actives largely listed as inhibitors | hit rate 12% among 420,000 | AID 686979; further: nearly all actives have a fitted effect of over 55% in size
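Chicken DT40 Tdp1-/- cells stably complemented with human TDP1 were seeded at 400 cells/well in medium containing 20 nM camptothecin, exposed to pin-transferred compounds, and grown at 37 °C for at least 48 hr. Viability was read as ATP luminescence.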
KAT2A inh – blocks human GCN5L2 histone acetyltransferase; AID 504327; Q92830; hit rate 0.21% among 390,000; GCN5L2 HAT assay, ThioGlo1 CoA-SH fluorescence; Potency, µM (titrated, usually from 58.9 µM), for the others: at the highest dose activity change, negative = inhibition, actives largely listed as inhibitors
Target sequence (Q92830 whole entry, looked up): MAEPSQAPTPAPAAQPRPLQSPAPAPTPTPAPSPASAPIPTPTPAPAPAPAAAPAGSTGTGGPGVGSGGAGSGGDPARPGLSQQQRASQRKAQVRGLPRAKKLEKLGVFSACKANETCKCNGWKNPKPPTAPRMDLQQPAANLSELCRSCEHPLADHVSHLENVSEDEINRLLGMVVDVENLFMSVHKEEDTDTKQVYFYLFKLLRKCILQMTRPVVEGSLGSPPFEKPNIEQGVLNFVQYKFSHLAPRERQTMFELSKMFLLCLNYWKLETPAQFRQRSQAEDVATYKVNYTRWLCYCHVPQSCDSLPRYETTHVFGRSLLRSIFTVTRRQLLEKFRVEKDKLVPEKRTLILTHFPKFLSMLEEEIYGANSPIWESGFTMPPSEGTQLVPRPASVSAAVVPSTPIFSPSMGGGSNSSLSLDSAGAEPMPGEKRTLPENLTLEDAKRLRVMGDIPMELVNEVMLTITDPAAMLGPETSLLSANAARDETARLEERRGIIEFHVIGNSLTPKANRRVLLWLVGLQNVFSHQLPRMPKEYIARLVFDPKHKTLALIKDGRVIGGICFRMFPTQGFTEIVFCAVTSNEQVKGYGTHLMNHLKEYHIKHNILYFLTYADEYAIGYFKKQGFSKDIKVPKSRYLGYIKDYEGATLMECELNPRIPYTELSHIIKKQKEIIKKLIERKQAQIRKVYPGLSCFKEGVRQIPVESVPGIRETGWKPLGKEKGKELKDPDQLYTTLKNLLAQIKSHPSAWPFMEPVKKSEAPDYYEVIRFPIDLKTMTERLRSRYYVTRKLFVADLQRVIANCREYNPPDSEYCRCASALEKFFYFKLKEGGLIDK
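GCN5L2 (20 nM) in 50mM HEPES pH 7.5, 0.1mM EDTA, 0.01% Tween-20 preincubated 15 min with compounds at room temperature. Reaction started with H3(1-25) 75uM, acetyl-CoA 70uM, ThioGlo1 50uM; CoA-thiol fluorescence (Ex340/Em540) read at 0 and 20 min.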
DT40 TDP1 no CPT – qHTS for Inhibitors of human tyrosyl-DNA phosphodiesterase 1 (TDP1): qHTS in cells in absence of CPT. hit rate 15% among 420,000. DT40 Tdp1-/- hTDP1 cells, no CPT, ATP luminescence, 48 h. Potency, µM (doses to about 46.2 µM), without a hit: at the highest dose activity change, negative = growth inhibition, usual class: inhibitors; further: nearly all actives have a fitted effect of over 55% in size
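Camptothecin absent (DMSO only). Human TDP1-complemented DT40 knockout cells, 400 cells/well, 37 °C for minimum 48 hr; ATP measured via CellTiter-Glo, 30 min dark incubation, luminescence.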
* hit, by the source's call; u = inconclusive; x = not tested or not shown; & = joins results of further samples; [ ] = another dose, or the depositor's remark. The call rests on the fitted dose curve; in most records, active means well fitted curve in the direction sought with a large enough effect; inconclusive means small, poorly fitted or top-dose-only effect, or another doubt; inactive means no such curve, though single readings can be large; an effect the other way counts as inactive or inconclusive. On the % scale 0 is the no-effect control and ±100 the full control effect; potency means the concentration at half of the fitted maximal effect.

SMILES	TDP1 cell CPT	KAT2A inh	DT40 TDP1 no CPT
Cc1cc(C)cc(OCC(=O)OCC(=O)NC2CC2)c1	21.3%	-24.2%	8.2%
COc1cc(SC)ccc1C(=O)NCCc1c[nH]c2ccccc12	u	0.6%	u
COC1=C/C(=C/c2c(N)n3cc(C)sc3nc2=O)C=CC1=O	12.6%	-1.1%	3.4%
COc1cccc(CN2C(=O)c3ccccc3S2(=O)=O)c1	14.4%	-7.3%	-16.9%
Cc1nc2nc(SCC(=O)NCc3ccccc3Cl)nn2c(C)c1Cc1ccccc1	u	1.2%	u
CC1CCN(C(=O)c2[nH]cnc2C(=O)NCc2ccccc2)CC1	11.6%	-2.4%	-1.5%
COc1ccc(C2c3c(oc4ccc(Cl)cc4c3=O)C(=O)N2CCN2CCOCC2)cc1 (centres undefined)	12.9%	-4.4%	-19.6%
CCCCCCSc1ccc(-c2nc3cnccn3c2NCCCC)cc1	u	u	20.6µM*
NC(=O)C1CCN(C(=O)C2c3ccccc3C(=O)N3CCc4ccccc4C23)CC1 (centres undefined)	-16.2%	3.6%	-26.5%
COC(CNC(=O)[C@H](Cc1ccccc1)N1Cc2ccccc2C1=O)OC	-21.2%	-9.8%	9.5%
O=C(CC1SC(N2CCOCC2)=NC1=O)Nc1cccc(C(F)(F)F)c1 (centres undefined)	1.9%	-3.0%	-11.3%
O=C(O)CCCn1c(O)c(C=C2N=c3ccccc3=N2)sc1=S	u	-28.2%	u
COc1ccc(Nc2cccc3ccccc23)cc1	u	-10.5%	u
O=C(Nc1cc2c3c(c1)C1CCCC1CN3CC1CCCC21)c1ccc([N+](=O)[O-])cc1 (centres undefined)	-17.6%	0.1%	u
CC(=O)N1CCN(C(=O)C(=O)Nc2c3c(nn2-c2ccc(Cl)cc2)CSC3)CC1	-0.5%	-2.4%	-13.2%
COCCNC(=O)C(c1ccc(O)cc1)N(Cc1ccco1)C(=O)CCC(=O)Nc1nccs1 (centres undefined)	-6.2%	-6.4%	-19.9%
CCN1C(=O)c2cccc3c(S(=O)(=O)Nc4ccccc4OC)ccc1c23	11.6µM*	u	14.6µM*
CC(C)CNC(=O)c1ccccc1NC(=O)/C=C/c1cccc([N+](=O)[O-])c1	-8.7%	-3.2%	-7.1%
COc1cccc(C(=O)NCC(=O)N/N=C/c2cn[nH]c2-c2ccccc2)c1	4.8%	3.1%	-29.3%
CCCCOc1ccc(NC(=O)c2cc3c(n(-c4ccc(Cl)cc4)c2=O)CCCC3=O)cc1	-1.0%	1.2%	16.6%
COc1cc(Cn2c(=O)oc3ccc(C)cc32)ccc1OC(C)C	-27.3%	-3.9%	-18.9%
CCC1CN(C(=O)N2CCC(C(=O)NCc3ccc(OC)cc3OC)CC2)c2ccccc2O1 (centres undefined)	u	-1.3%	-27.7%
Cc1ccc(CCNC(=O)c2ccc(CS(=O)(=O)c3ccc(Br)cc3)o2)cc1	0.2%	-1.2%	-2.0%
COc1ccc(NC(=O)Nc2cccc3c2O[C@H](CN(C)C(=O)Nc2ccccc2)[C@@H](C)CN([C@H](C)CO)C3=O)cc1	-3.6%	-1.2%	-10.7%
O=C(/C=C/c1ccco1)N1CCN(c2ncccn2)CC1	-6.3%	-3.5%	2.0%
CN(C)c1cc(Cl)c2nonc2c1N	3.5%	-28.6%	2.8%
O=C(OCc1ccccc1F)c1ccc2c(c1)-c1ccccc1C2=O	1.7%	-0.3%	-12.2%
O=C(CCn1c(=O)oc2ccc(Cl)cc21)N1CCN(Cc2ccccc2)CC1	-28.6%	-2.7%	-11.6%
CCOC(=O)c1c(C)[nH]c(C)c1S(=O)(=O)N1CCC(C(=O)NCc2ccccc2)CC1	0.3%	25.6%	3.6%
CC(=O)Oc1cc2c(s1)CCN(C(C(=O)C1CC1)c1ccccc1F)C2 (centres undefined)	6.1%	x	-13.1%
O=C(Nc1ccc2nccnc2c1)c1cnccn1	-16.2%	-5.5%	-5.4%
Cc1ccc(C(NC(=O)C2CCCCC2)c2c(O)ccc3ccccc23)cc1 (centres undefined)	16.4µM*	-6.5%	20.6µM*
S=c1[nH]nc(COc2ccccc2)n1/N=C/c1cccnc1	-12.1%	-4.8%	-19.8%
Cc1ccn2c(Nc3ccc4c(c3)OCO4)c(-c3ccc(O)cc3)nc2c1	23.1µM*	u	u
Nc1ccc(-c2ccc(N)c([N+](=O)[O-])c2)cc1[N+](=O)[O-]	-10.3%	-20.0%	u
CCOC(=O)C1CCCN(S(=O)(=O)c2cc(Br)cc3c2N(C(=O)CC)CC3)C1 (centres undefined)	u	-4.6%&1.6%	u
COCCCNC(=O)CCSc1ccc(C)cc1	-2.1%	1.7%	0.9%
Cc1cccc2cc(CN(Cc3ccco3)C(=O)NC3CCCCC3)c(=O)[nH]c12	u	-0.9%	-29.2%
CC(=O)Nc1ccc(S(=O)(=O)N(C)CC(=O)NNC(=O)Cc2nc3ccccc3n2C)cc1	-2.8%	-0.7%	-21.1%
O=C(CN(C1CCCCC1)S(=O)(=O)c1ccc(Cl)cc1)N1CCOCC1	-15.3%	-15.0%[0.501 µM]	-9.3%

Only KAT2A inh and DT40 TDP1 no CPT, for some of the entries so far:
Molecule | KAT2A inh | DT40 TDP1 no CPT
COc1ccc(Nc2cccc3ccccc23)cc1 | -10.5% | u
O=C(Nc1cc2c3c(c1)C1CCCC1CN3CC1CCCC21)c1ccc([N+](=O)[O-])cc1 (centres undefined) | 0.1% | u
CC(=O)N1CCN(C(=O)C(=O)Nc2c3c(nn2-c2ccc(Cl)cc2)CSC3)CC1 | -2.4% | -13.2%
COCCNC(=O)C(c1ccc(O)cc1)N(Cc1ccco1)C(=O)CCC(=O)Nc1nccs1 (centres undefined) | -6.4% | -19.9%
CCN1C(=O)c2cccc3c(S(=O)(=O)Nc4ccccc4OC)ccc1c23 | u | 14.6µM*
CC(C)CNC(=O)c1ccccc1NC(=O)/C=C/c1cccc([N+](=O)[O-])c1 | -3.2% | -7.1%
COc1cccc(C(=O)NCC(=O)N/N=C/c2cn[nH]c2-c2ccccc2)c1 | 3.1% | -29.3%

The listing picks up; the 4 compounds before the break are reprinted first.
SMILES	TDP1 cell CPT	KAT2A inh	DT40 TDP1 no CPT
COCCCNC(=O)CCSc1ccc(C)cc1	-2.1%	1.7%	0.9%
Cc1cccc2cc(CN(Cc3ccco3)C(=O)NC3CCCCC3)c(=O)[nH]c12	u	-0.9%	-29.2%
CC(=O)Nc1ccc(S(=O)(=O)N(C)CC(=O)NNC(=O)Cc2nc3ccccc3n2C)cc1	-2.8%	-0.7%	-21.1%
O=C(CN(C1CCCCC1)S(=O)(=O)c1ccc(Cl)cc1)N1CCOCC1	-15.3%	-15.0%[0.501 µM]	-9.3%
Cc1ccc(-c2nc3cc(NC(=O)C(C)C)ccc3o2)cc1C	u	-11.7%	u
COc1ccc(-c2nnc(SCc3c(C)noc3C)o2)cc1	-1.3%	-3.2%	u
COc1ccc(CN2CCNC(=O)C2CC(=O)NCc2cc(C)n(C)n2)c(F)c1 (centres undefined)	1.1%	-0.5%	4.5%
C#CC1(NC(=O)NC(C)C)CCCCC1	-1.8%	15.4%	-3.4%
O=C(OCn1nnc2ccccc2c1=O)c1ccc(Br)o1	-20.5%	0.3%	-4.5%
CN(c1ccccc1)S(=O)(=O)c1cc(C(=O)c2nccn2C)ccc1Cl	u	-5.3%	16.4µM*
COC(=O)c1ccc(C)c(NC(=O)CSc2nnc3ccccn23)c1	-9.0%	-8.8%	9.8%
COc1cccc(OC)c1C(=O)Nc1ccc(N2CCCC2)cc1	19.8%	-0.6%	-4.6%
O=C(c1cc(COc2c(F)cccc2F)on1)N1C[C@H]2CC[C@H]1C2	-25.5%	-0.5%	4.8%
COC(=O)c1cccc(NC(=O)CN2CCN(c3ccc(OC)cc3)CC2)c1	1.2%	-0.9%	u
Cc1ccc(-c2nc3ccc(Cl)cn3c2Cc2ccccc2C(F)(F)F)cc1	-26.0%	x	u
CCOC(=O)c1cc(-c2ccc(C)cc2)n(CCC(=O)NCCc2ccc(C)cc2)c1C	u	-2.5%	18.4µM*
C[C@@H]1OC(OC2CC[C@@]3(C)C(CC[C@@]4(C)C3CC=C3C5CC(C)(C)CC[C@]5(C(=O)OC5OCC(O)[C@@H](O)[C@@H]5OC5O[C@@H](C)[C@H](O[C@H]6OC(CO)C(O)C(O)C6O)C(O)C5O)C(O)C[C@@]34C)C2(C)C)C(O)C(O)[C@H]1OC1OCC(O)C(O)[C@H]1O (some centres undefined)	14.6µM*	-5.3%	u
Cc1cc(O)cc(O)c1-c1onc(C(F)(F)F)c1-c1cscn1	18.4µM*	-1.3%	10.3µM*
O=C(O)c1ccc(NS(=O)(=O)c2cc(Cl)ccc2Cl)cc1O	-4.2%	-0.1%	0.2%
CCOc1cc(CNC(=O)c2ccc3nc(C(C)C)oc3c2)cc(OCC)c1OCC	23.1µM*	-4.3%	18.4µM*
Cc1ccc(N2CCN(c3c(CN4CCCC4)c(=O)oc4ccccc34)CC2)c(C)c1	16.4µM*	-5.2%	u
Cc1ccccc1N1C(=O)C2C3C=CC(CC3)C2C1=O (centres undefined)	-3.4%	1.2%	-4.8%
COc1ccc(NC(=O)c2cc(-c3cccs3)on2)cc1	0.2%	-3.9%	u
OCc1csc(=Nc2ccccc2)n1-c1ccccc1	-16.7%	-8.0%	-12.9%

2 of the compounds above, field by field.
> Cc1ccc(N2CCN(c3c(CN4CCCC4)c(=O)oc4ccccc34)CC2)c(C)c1
  TDP1 cell CPT = 16.4µM*
  KAT2A inh = -5.2%
  DT40 TDP1 no CPT = u
> OCc1csc(=Nc2ccccc2)n1-c1ccccc1
  TDP1 cell CPT = -16.7%
  KAT2A inh = -8.0%
  DT40 TDP1 no CPT = -12.9%

Carrying on:
SMILES	TDP1 cell CPT	KAT2A inh	DT40 TDP1 no CPT
Nc1c(NCCN2CCCCC2)c2ccccc2oc1=O	14.6µM*	u	16.4µM*
COc1ccc(CCNc2ncnc3c2nnn3Cc2ccccc2)cc1OC	23.1µM*	2.6%	u
Cc1[nH]c2ccccc2c1C(O)c1ccncc1 (centres undefined)	25.8%	-1.0%	-23.0%
CCOC(=O)c1sc(NC(=O)CN2CCN(c3ccc(OC)cc3)CC2)nc1C	21.6%	-2.0%	-27.3%
COc1ccccc1C(=O)NCCC(=O)NCCOc1ccccc1	7.3%	u	23.8%
CCC(C)NC(=O)[C@H]1N2C(=O)c3c(ccc(OC)c3OC)C2SC1(C)C (some centres undefined)	5.5%	-2.2%	-8.7%
C#CCNC(=O)C[C@@H]1C[C@@]2(C(=O)OC)CC(C)(C)CC=C2N(Cc2ccco2)C1=O	17.2%	x	19.5%
CN(CC(=O)NC(=O)NCc1ccccc1)Cc1ccc(Cl)cc1	-2.1%	-4.9%	-24.2%
COc1ccc(NC(=O)c2ccccc2OCc2c(C)noc2C)cc1OC	-4.4%	-9.9%	7.6%
CCCn1c(SCC(=O)N2CCc3ccccc3C2)nc2c1c(=O)n(C)c(=O)n2C	u	1.6%	u
COc1cc(C)ccc1OCCOc1c(Cl)cc(Cl)cc1Cl	-21.3%	-3.3%	u
COc1ccc(C(c2nnnn2C2CCCC2)N2CCC(C(N)=O)CC2)c(OC)c1 (centres undefined)	18.6%	0.9%	-0.9%
COCc1cc(C)nc(SCC(=O)Nc2ccc3c(c2)OCCO3)c1C#N	u	-3.0%	u
O=C(NCCN1CCOCC1)c1cc2sccc2n1Cc1ccc(Cl)cc1	u	0.7%	u
S=C(Nc1ccccc1)N1CCN(c2ccccc2)CC1	u	x	u
CCCSC1C(C)=C(C)C(=O)N1Cc1ccccc1 (centres undefined)	-18.5%	-6.8%	u
Cc1cccc(Cc2nnc(CCC(=O)NCc3cnc4ccccn34)o2)c1	-1.9%	0.3%	3.2%
CC(=O)Nc1ccccc1C(=O)C(=O)Nc1cccc(F)c1	-17.4%	x	-10.4%

Not all compounds are listed. The share of hits here may be higher or lower than overall.
